# UHRF1 MBD2 ctr = human UHRF1 methylated DNA binding inhibitors. UHRF1 binding to methylated oligo, TR-FRET. hit rate 0.75% among 370,000. inhibition, % at 4.4 µM. Q96T88; in the data active = inhibition above about 21%;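 also: UHRF1 SRA domain binding a hemimethylated CpG hairpin DNA probe; 0% = median of test compound wells and 100% = reference inhibitor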
# MBD2 DNA inh = MBD2-methylated oligo binding inhibition; Q9UBB5; TR-FRET, MBD2 binding to methylated oligonucleotide; inhibition, % at 4.4 µM; hit rate 0.31% among 370,000; AID 686964; in the data active = inhibition above about 13%
# Target sequence (Q9UBB5 whole entry, looked up): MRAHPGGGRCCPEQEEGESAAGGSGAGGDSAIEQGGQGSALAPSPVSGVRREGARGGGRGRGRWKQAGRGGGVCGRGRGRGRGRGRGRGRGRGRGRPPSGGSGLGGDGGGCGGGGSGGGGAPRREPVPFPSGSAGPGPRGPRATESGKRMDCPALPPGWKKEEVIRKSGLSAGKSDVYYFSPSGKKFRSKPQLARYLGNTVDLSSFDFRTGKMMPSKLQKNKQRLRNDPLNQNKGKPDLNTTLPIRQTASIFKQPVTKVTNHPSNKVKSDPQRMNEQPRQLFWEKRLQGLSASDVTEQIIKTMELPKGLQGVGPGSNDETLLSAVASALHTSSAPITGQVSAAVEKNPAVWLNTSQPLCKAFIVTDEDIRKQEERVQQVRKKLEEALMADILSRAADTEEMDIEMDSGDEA
# LEDGF integ inh = blocks HIV-1 LEDGF/p75-dependent DNA integration; TR-FRET IN-LEDGF/p75 DNA integration, Eu/Cy5; hit rate 0.64% among 370,000; inhibition, % at 3.7 µM;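 active = inhibition above the screen-wide mean plus 3 SD, cut at about 13% in these data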;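 also: signal is the Cy5 over europium emission ratio at 671 and 618 nm; 0% = plate median of compound wells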
# PRMT1 FP inh = inhibitors of human PRMT1; recombinant PRMT1, activity-based probe fluorescence polarization; inhibition, % at 2.79 µM; hit rate 1.3% among 370,000;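 active = inhibition above about 21% made by adding two undisclosed values, limit read from the data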
# Tn7 DDE FP = inhibitors of Tn7 peptide binding to human fibrin DD(E); FP displacement of FITC-Tn7 peptide from fibrin DD(E); 0% = median of compound wells per plate; inhibition, % at 8.3 µM; hit rate 0.13% among 370,000;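 active = inhibition above the mean of compounds falling within the control limits plus 3 SD of them, cut at about 14% in these data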;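 also: 0% = plate median of compound wells and 100% = 10 µM Aha-Tn7 peptide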
# Target sequence (P02675 whole entry, looked up): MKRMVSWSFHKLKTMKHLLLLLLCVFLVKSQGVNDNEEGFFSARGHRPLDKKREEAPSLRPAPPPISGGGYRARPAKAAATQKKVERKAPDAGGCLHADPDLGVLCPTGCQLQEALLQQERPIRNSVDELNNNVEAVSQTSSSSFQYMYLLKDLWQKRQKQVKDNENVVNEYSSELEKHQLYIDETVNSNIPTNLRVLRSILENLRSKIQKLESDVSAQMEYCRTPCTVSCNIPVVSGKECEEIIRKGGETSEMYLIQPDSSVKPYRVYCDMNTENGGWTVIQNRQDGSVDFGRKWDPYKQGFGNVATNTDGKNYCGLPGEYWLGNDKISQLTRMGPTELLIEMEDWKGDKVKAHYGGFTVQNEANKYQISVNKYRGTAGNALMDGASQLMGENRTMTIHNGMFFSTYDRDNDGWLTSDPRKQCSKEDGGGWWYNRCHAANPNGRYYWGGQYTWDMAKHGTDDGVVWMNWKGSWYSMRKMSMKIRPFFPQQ
#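 Assay system: human fibrin DD(E). Input: DD(E) 2 µM final. Medium: Tris buffer with calcium and detergent, pH 7.8. Compound dosing: single point at 8.3 µM. Timing: 10 min plus 3 h, room temperature. Technique: fluorescence polarization of the labelled Tn7 tracer. Read-out: percent inhibition. Replicates: singlicate testing.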
# TCR CD3 inh = inhibitors of human TCR-CD3 interaction; TAMRA-labeled TCR probe fluorescence, biochemical; inhibition, % at 9.4 µM; hit rate 0.37% among 360,000; AID 651800; in the data active = inhibition above about 19%;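 also: recombinant mutant TCR 2C K166C tagged with TAMRA read by polarization; 0% = receptor in buffer alone and 100% = receptor with positive control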
# DDE Tn6 FP inh = disrupts Tn6 cyclic peptide binding to fibrin D-Dimer-E complex. P02675. Fibrin DD(E) TRITC-Tn6 fluorescence polarization displacement. inhibition, % at 8.3 µM. hit rate 0.21% among 370,000;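 active = inhibition above a per-campaign cutoff: mean of compounds within control limits plus 3 SD, cut at about 15% in these data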;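 also: 0% = median of all compound wells on the plate and 100% = blocking peptide control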
# TDP2 inh = blocks human TDP2 phosphodiesterase activity | hit rate 0.34% among 370,000 | recombinant TDP2, T5PNP hydrolysis, p-nitrophenol absorbance 415 nm | AID 720702 | O95551 | inhibition, % at 12.8 µM;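 active = inhibition above the mean of all tested compounds plus 3 SD, set per campaign, cut at about 25% in these data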;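 also: 0% = DMSO with enzyme and 100% = buffer with substrate but no TDP2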
#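 System: recombinant human TDP2 / Amount: 120 nM TDP2 per well / Also added: 5 mM T5PNP chromogenic substrate / Doses: 12.8 µM single point, 1% DMSO / Incubation: 2 h at 37 °C / Detection: p-Nitrophenol epi absorbance / Evaluation: % inhibition relative to enzyme-containing and enzyme-free wells / Repeats: singlicate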
# SIAE inh = inhibitors of human sialic acid acetylesterase SIAE | Q9HAT2 | SIAE FP-Rh probe binding, fluorescence polarization | inhibition, % at 9.66 µM | hit rate 0.69% among 370,000 | AID 1053197;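 active = inhibition above a cutoff: mean of compounds within the control limits plus 3 SD of those, cut at about 17% in these data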;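 also: 0% = plate median of compound wells and 100% = probe without SIAE protein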
# proKLK7 act = proKLK7 (human) activation, primary screen; activation, % at 7 µM; P49862; hit rate 0.9% among 370,000; AID 652039; purified proKLK7, EDANS-DABCYL substrate fluorescence; 100% is mature enzyme control, 0% vehicle;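 active = activation above the mean of all tested compounds plus 3 SD, computed per campaign excluding outliers beyond control limits, cut at about 13% in these data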
# * marks the source's active call; other numbers are inactive results; / = not tested or not shown. The order is random; any-hit rate near 4.6%.
SMILES,UHRF1 MBD2 ctr,MBD2 DNA inh,LEDGF integ inh,PRMT1 FP inh,Tn7 DDE FP,TCR CD3 inh,DDE Tn6 FP inh,TDP2 inh,SIAE inh,proKLK7 act
COc1ccc(C(C(=O)Nc2ccc(F)cc2)N2CCN(c3ccncc3)CC2)cc1 (stereo unspecified),1,-3,-3,0,-3,-2,5,0,1,0.4
COCCNC(=O)C(c1ccc(C)o1)N(C(=O)Cn1nnc2ccccc21)c1ccccc1 (stereo unspecified),4,2,-4,2,-5,2,7,-3,-3,0.5
COc1ccccc1CCC(=O)Nc1ccc2c(c1)CN(Cc1ccc(CO)o1)CC2,-2,1,3,0,2,8,-9,6,1,0.2
COC(=O)C(C)Sc1nc2c(cnn2-c2ccc(C)cc2)c(=O)[nH]1 (stereo unspecified),-1,-7,4,-2,4,-7,-2,-4,4,-0.3
O=C(CSc1ncccn1)N1CCCC1,0,-5,-1,2,10,2,-7,2,0,-0.1
OCCNc1nc(Nc2cc(Cl)ccc2OC2CCCC2)nc(N2CCCC2)n1,0,2,0,2,3,-6,-3,-4,-2,-0.5
CC1SC(C)C(=O)N(CC(=O)Nc2ccc3c(c2)OCO3)C1=O (stereo unspecified),-1,4,0,0,-7,-1,1,-6,2,-0.1
O=C(CNC(=O)c1ccccc1Br)N/N=C/c1cc(Br)ccc1O,-1,0,-10,-4,-5,4,-5,-23,-8,-112
O=C1OC(c2ccccc2)=C/C1=C/N1CCOCC1,-1,4,2,4,0,3,3,4,2,0.1
CCN(Cc1ccccc1)C(=O)c1c(-c2ccccc2Cl)noc1C,-1,0,0,-1,0,0,6,-6,5,0.2
COc1cc(C2SCC(=O)N2Cc2ccccc2)cc(OC)c1OC (stereo unspecified),3,-3,3,1,-3,-9,-2,-21,-1,0.0
COc1cccc(OC)c1C(=O)OCc1c(-c2ccccc2)ncc2ccccc12,3,2,-1,2,7,7,0,4,-2,0.1
CCN(Cc1ccncc1)C(=O)c1cccc(S(=O)(=O)N2CCOCC2)c1,2,1,0,-1,-3,4,6,-6,1,-0.3
Cc1ccc(NC(=O)C2CC(=O)N(c3ccc4c5c(cccc35)CC4)C2)cc1 (stereo unspecified),-2,0,1,2,-4,0,3,-1,-5,0.3
O=S1(=O)CC(N2CCN(CCO)CC2)CN1Cc1cn(Cc2ccc(F)cc2)nn1 (stereo unspecified),14,11,-3,1,0,-3,-4,8,0,-0.1

# Just proKLK7 act and MBD2 DNA inh (4 entries from above):
canonical_smiles	proKLK7 act	MBD2 DNA inh
CC1SC(C)C(=O)N(CC(=O)Nc2ccc3c(c2)OCO3)C1=O (stereo unspecified)	-0.1	4
O=C(CNC(=O)c1ccccc1Br)N/N=C/c1cc(Br)ccc1O	-112	0
O=C1OC(c2ccccc2)=C/C1=C/N1CCOCC1	0.1	4
CCN(Cc1ccccc1)C(=O)c1c(-c2ccccc2Cl)noc1C	0.2	0

# The list continues.
SMILES,UHRF1 MBD2 ctr,MBD2 DNA inh,LEDGF integ inh,PRMT1 FP inh,Tn7 DDE FP,TCR CD3 inh,DDE Tn6 FP inh,TDP2 inh,SIAE inh,proKLK7 act
CC1CC(=O)N(C)c2cc([N+](=O)[O-])ccc2N1 (stereo unspecified),1,3,0,0,-3,-4,0,-10,-1,0.2
O=C(Nc1ccccc1)O/N=C/c1ccncc1,-2,0,1,0,-10,10,7,7,-5,0.2
COCCNC(=O)c1cnn2c1NC(c1ccco1)CC2C(F)(F)F (stereo unspecified),2,0,-1,-1,3,-5,-2,3,1,0.8
CC1=C(C(=O)OCC2CCCO2)C(c2ccccc2)C2=C(CCCC2=O)N1 (stereo unspecified),0,0,3,3,-6,0,-1,1,-4,5.7
CN=C1SC(CC(=O)Nc2ccccc2F)C(=O)N1C (stereo unspecified),-1,1,-5,2,5,-1,3,0,-2,0.1
Cc1cccc(Cn2nnc3ccccc32)c1O,8,7,4,0,4,-2,-8,-2,0,0.2
O=C(N/N=C1\CC(c2ccccc2)Oc2ccccc21)c1cccnc1 (stereo unspecified),1,0,4,-2,-4,2,6,-14,-4,0.0
Nc1nonc1C(=O)NCCNC(=O)c1cccs1,0,0,2,0,-7,4,5,5,2,-0.4
Cc1ccc(C(=O)n2c(N)nc3ccccc32)cc1,0,0,2,-2,3,3,2,0,2,-0.1
COc1ccc(/C=C/C(=O)OCc2nc3ccccc3c(=O)[nH]2)c(OC)c1,-1,0,-3,-6,-5,13,-4,-7,2,-0.1
Cc1cccc(N2CCN(S(=O)(=O)c3ccc(-c4coc(C)n4)cc3)CC2C)c1 (stereo unspecified),4,1,0,0,-7,12,1,13,0,-0.5
C=CCOn1c(=O)c(-c2ccc(C)cc2)[n+]([O-])c2ccccc21,2,3,-4,-2,4,0,0,5,0,0.2
CC(C)CN(C(=O)COC(=O)CSc1ccc([N+](=O)[O-])cc1)C1CCS(=O)(=O)C1 (stereo unspecified),0,1,0,-2,2,7,0,4,3,-0.2
COc1cc(CN(C)Cc2ccccc2)cc(OC)c1O,-2,0,-2,3,-3,-7,6,-6,10,-0.7
CCOc1ccc(-n2c(SCC(=O)c3ccc4ccccc4c3)nnc2-c2cccc(Cl)c2)cc1,0,-2,3,1,-9,/,3,-2,3,0.2
Cc1cccc(N(CC(=O)NCCSCc2ccccc2)S(C)(=O)=O)c1,-1,3,-1,-3,-4,0,3,6,-5,-0.2
O=C(O)CCC(=O)Nc1cccc(-c2nc3ccccc3o2)c1,-5,-4,2,-6,6,9,5,-7,-6,-0.3
Cc1ccnc(NC(=O)C2CCN(S(=O)(=O)c3cccc4nonc34)CC2)c1,0,1,0,2,3,-7,4,-4,16,-0.6
CC(C)N(C(=S)Nc1cc(S(=O)(=O)N2CCOCC2)ccc1Cl)c1ccccc1,7,1,3,2,-6,-3,-1,-3,-2,0.0
CC(=O)NCCC1CCN(C(=O)C2CCC(=O)N(C3CCCC3)C2)CC1 (stereo unspecified),-1,-5,2,0,1,9,8,-9,0,-0.4
CC(=O)c1ccccc1NS(=O)(=O)c1ccccc1Cl,-2,0,-2,-3,6,4,0,-2,4,-0.6
COc1ccccc1CNCC(O)(c1ccc(F)cc1)c1ccc(F)cc1,4,4,-2,-3,-2,0,-1,4,-2,-0.8
CCC(C)(C)NC(=O)C(c1ccc(OC)cc1)N(C(=O)CCC(=O)Nc1cc(C)on1)c1ccc2c(c1)OCCO2 (stereo unspecified),-1,1,4,5,0,-1,-1,-6,0,0.0
CCn1c2ccccc2c2nc3cc(C(=O)O)ccc3nc21,-10,-8,0,2,2,-2,1,2,-15,-0.8
Cc1noc(C)c1CSc1ncnc2ccccc12,-2,-4,-2,3,-1,-3,-7,-4,-2,-1.0
CCc1cc2c(N3CCCCC3)ncnc2s1,2,7,-1,-1,-9,-2,-3,-4,2,0.0
COc1ccc(S(=O)(=O)N2CCN(c3ccc(F)cc3)CC2)cc1OC,0,-5,2,0,-1,8,4,10,-1,-0.7
CC(=O)Nc1ccc(/C=N/NC(=O)CNS(=O)(=O)c2ccccc2)cc1,0,2,-6,3,2,-5,8,-1,-4,-0.6
Cc1ccc(P(=O)(O)c2ccc(C)cc2)cc1,-2,-4,5,0,-1,2,1,9,-1,0.5
C=CCN(c1ccccc1)S(=O)(=O)c1cccc(C(=O)Nc2cc(C)ccn2)c1,5,2,0,2,-7,-7,-2,-5,1,0.5

# Some of these compounds in order of molar mass, largest number first:
SMILES,UHRF1 MBD2 ctr,MBD2 DNA inh,LEDGF integ inh,PRMT1 FP inh,Tn7 DDE FP,TCR CD3 inh,DDE Tn6 FP inh,TDP2 inh,SIAE inh,proKLK7 act
CC(C)N(C(=S)Nc1cc(S(=O)(=O)N2CCOCC2)ccc1Cl)c1ccccc1,7,1,3,2,-6,-3,-1,-3,-2,0.0
Cc1ccnc(NC(=O)C2CCN(S(=O)(=O)c3cccc4nonc34)CC2)c1,0,1,0,2,3,-7,4,-4,16,-0.6
Cc1ccc(P(=O)(O)c2ccc(C)cc2)cc1,-2,-4,5,0,-1,2,1,9,-1,0.5

# (list continues)
SMILES,UHRF1 MBD2 ctr,MBD2 DNA inh,LEDGF integ inh,PRMT1 FP inh,Tn7 DDE FP,TCR CD3 inh,DDE Tn6 FP inh,TDP2 inh,SIAE inh,proKLK7 act
C/C=C(\C)C(=O)Nc1cccc(C2=NOC3(C2)C[C@@H](C(N)=O)N(C(=O)c2ccccc2C(=O)c2ccccc2)C3)c1 (stereo partly specified),-1,4,0,0,-5,2,3,0,2,0.4
CCc1cc(CNC(=O)C2CCC(=O)N(Cc3ccccc3F)C2)on1 (stereo unspecified),-1,-1,-1,-4,-3,2,6,-4,4,0.4
CC(NC(=O)CSc1nc2c(c(C(F)(F)F)n1)CCc1ccccc1-2)c1ccccc1 (stereo unspecified),-14,2,-1,-4,3,8,4,8,0,0.0
COc1cc(/C=C/C(=O)O)ccc1OS(=O)(=O)c1c(C)c(C)cc(C)c1C,0,0,2,7,-2,1,-3,-8,-3,0.0
CC(C)c1ccc(C(=O)OCC(=O)Nc2cccc(S(=O)(=O)NC3=NCCC3)c2)cc1,4,-4,3,-1,-2,-2,1,-14,3,0.5
COc1ccc(N2CC(C(=O)Nc3ccccc3C(=O)NC3CC3)CC2=O)cc1 (stereo unspecified),-1,-6,6,-3,-3,4,8,-12,3,0.0
CN(C)c1ccc(C(=O)Nc2ccc(S(=O)(=O)Nc3nccs3)cc2)cc1,-8,1,2,0,1,0,0,-3,-41,-0.4
COc1cccc(C(=O)Nc2nnc(C3CCCO3)s2)c1 (stereo unspecified),0,2,-3,5,-5,5,9,3,0,0.5
CCc1ccc(CN(C)CCc2ccccn2)cc1,-1,-4,1,-4,5,6,8,9,10,-0.3
Oc1c(Br)cc(Br)c(/C=N/n2c(-c3ccccc3)n[nH]c2=S)c1Br,0,0,8,23*,-6,0,2,0,13,-0.8
CCCOC(=O)c1cc(-c2ccc(C=O)o2)ccc1Cl,1,2,-8,2,-6,-2,2,2,-10,2.3
CCc1nc2ccccc2n1CCc1ccccc1,0,-2,-2,-3,5,9,-1,10,0,-0.4
COc1ccc(-c2csc(NC(=O)c3ccccc3NS(=O)(=O)c3ccc(C)cc3)n2)cc1,-1,-7,4,2,-8,6,-5,-3,1,1.3
COC(=O)c1ccc(Cn2cnc3c(cnn3-c3ccc(C)c(C)c3)c2=O)o1,0,-4,4,1,7,-6,7,-2,-2,0.4
CCC(C)NC(=O)CCS(=O)(=O)c1ccc2c(c1)n(C)c(=O)c(=O)n2C (stereo unspecified),4,2,-1,2,0,-3,0,-3,0,0.6
CC(NC(=O)C(C)(C)C)C(c1cccs1)N1CCN(Cc2ccccc2)CC1 (stereo unspecified),3,4,-6,4,4,-7,-1,3,-4,0.6
CCOC(=O)c1nnn(CC(=O)NC(=O)Nc2ccccc2)c1C(=O)OCC,-2,-2,3,-5,0,0,-2,-7,0,0.4
COc1cc(C2C(C(=O)c3ccc(C)o3)=C(O)C(=O)N2CCN2CCOCC2)ccc1OCCC(C)C (stereo unspecified),-2,-3,2,2,-1,-2,-1,7,3,-0.3
